HCV inhibitor: qHTS Assay for Inhibitors of Hepatitis C Virus (HCV); Huh7.5.1 HCVcc-Cre infection, luciferase reporter, 44 h; 3.4% of 340,000 active; Potency, µM (top dose mostly 41.8 µM), for the others: top-dose activity change, negative = inhibition, usual class: inhibitors; AID 651820, 2012; note: potency is the fitted concentration of half-maximal effect
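After 44 h co-culture of compound, cells and HCVcc-Cre (~0.5 moi), substrate is added for 15 min at room temperature and luciferase measured over 15 sec. Cells were seeded at 1,000/well and pre-cultured 4 h.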
HCMV antiviral: qHTS Assay for inhibitors of the human cytomegalovirus (HCMV); HFF cells, HCMV-luciferase reporter, 72 h; active compounds read low; activity change, negative = inhibition, % at 57.5 µM; 4.5% of 410,000 active; in the data active = activity change below about -60%; inconclusive = no clear call, values can overlap the other calls; inactive = above about -39%
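After 16 h attachment at 37C, HFF cells received test compound and HCMV-luciferase (1 PFU/cell); reporter luminescence read 72 h later, data normalized against buffer-only and known inhibitor Salinomycin.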
AmpC no deterg: qHTS Inhibitors of AmpC Beta-Lactamase (assay without detergent) | Potency, µM (top dose mostly 57.1 µM), for the others: top-dose activity change, negative = inhibition, usual class: inhibitors | 0.52% of 330,000 active | AmpC nitrocefin hydrolysis, absorbance 480 nm, 0.0001% Triton | P00811;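 note: potency is the fitted concentration of half-maximal effect; plate controls were no compound for no effect and no enzyme for full effect; nearly all actives have a fitted effect of over 20% in size; some results filed as inactive show a strong effect at the top dose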
Target sequence (P00811 whole entry, looked up): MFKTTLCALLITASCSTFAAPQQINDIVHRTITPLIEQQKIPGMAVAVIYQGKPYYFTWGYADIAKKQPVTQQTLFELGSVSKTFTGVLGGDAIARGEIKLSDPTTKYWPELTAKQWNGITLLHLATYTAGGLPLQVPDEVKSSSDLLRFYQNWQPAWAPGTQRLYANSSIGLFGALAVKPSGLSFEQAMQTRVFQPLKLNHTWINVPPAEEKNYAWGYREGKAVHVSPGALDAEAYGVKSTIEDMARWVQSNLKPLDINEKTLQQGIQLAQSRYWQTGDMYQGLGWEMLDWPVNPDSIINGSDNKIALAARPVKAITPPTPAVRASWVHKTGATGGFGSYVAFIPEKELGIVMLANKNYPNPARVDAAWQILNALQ
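AmpC (5.3 nM in the dispensed reagent) in 20 mM phosphate pH 7.0 with 0.01% (detergent screen) or 0.0001% Triton X-100 was preincubated with compounds for 15 min at room temperature. Nitrocefin was then added from an 800 uM solution, and hydrolysis was followed at 480 nm.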
TbPYK inhibitor: qHTS of Trypanosoma Brucei Inhibitors. TbPYK enzyme, Kinase-Glo Plus ATP luminescence, 45 min. Potency, µM (titrated, usually from 76.8 µM), for inactives: top-dose activity, negative = inhibition, actives largely listed as inhibitors. 0.12% of 410,000 active. AID 624173, 2012; note: potency is the fitted concentration of half-maximal effect; nearly all actives have a fitted effect of over 50% in size
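Activity of T. brucei pyruvate kinase was followed by Kinase-Glo Plus luminescence after the enzyme reacted 45 min at room temperature with 130 uM ADP (final) and substrate. Test compounds were added before ADP at multiple concentrations.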
LmPK inhibitor: qHTS Assay for Inhibitors of Leishmania Mexicana Pyruvate Kinase (LmPK); Q27686; purified LmPK, Kinase-Glo ATP luminescence, 1 h; Potency, µM (doses to about 57.5 µM), for inactives: at the top dose activity change, negative = inhibition, most hits filed as inhibitors; 0.37% of 290,000 active; AID 1721, 2009; note: potency is the fitted concentration of half-maximal effect
Target sequence (Q27686 whole entry, looked up): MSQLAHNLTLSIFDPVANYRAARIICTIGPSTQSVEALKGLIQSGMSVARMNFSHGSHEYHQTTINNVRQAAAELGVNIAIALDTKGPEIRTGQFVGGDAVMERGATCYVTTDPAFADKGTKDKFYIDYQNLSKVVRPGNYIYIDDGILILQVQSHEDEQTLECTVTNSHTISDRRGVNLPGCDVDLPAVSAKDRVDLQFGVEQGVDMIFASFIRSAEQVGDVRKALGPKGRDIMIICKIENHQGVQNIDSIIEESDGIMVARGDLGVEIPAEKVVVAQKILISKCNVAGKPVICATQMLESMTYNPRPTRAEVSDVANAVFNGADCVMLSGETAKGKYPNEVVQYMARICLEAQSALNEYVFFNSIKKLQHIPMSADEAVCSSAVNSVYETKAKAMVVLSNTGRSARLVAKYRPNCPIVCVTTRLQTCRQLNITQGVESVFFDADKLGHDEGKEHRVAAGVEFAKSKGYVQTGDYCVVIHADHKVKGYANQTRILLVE
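ATP generated from ADP (0.1 mM) and PEP (0.5 mM) by 0.1 nM LmPK over 1 h at room temperature (pH 7.2 imidazole buffer) was detected by coupled luciferase luminescence. Values were normalized to uninhibited and no-enzyme wells.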
AMA1 RON2 block: qHTS for Inhibitors of AMA1-RON; Towards Development of Antimalarial Drug Lead: Primary Screen. Potency, µM (doses to about 58.2 µM), for inactives: at the highest dose activity change, negative = inhibition, most hits filed as inhibitors. AID 720542, 2013. 0.2% of 360,000 active. AlphaScreen AMA1-biotinylated RON2 peptide binding;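 note: potency is the fitted concentration of half-maximal effect; 0% = vehicle wells and -100% = peptide control; nearly all actives have a fitted effect of over 45% in size; some results filed as inactive show a strong effect at the top dose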
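AMA1 (3D7) with his tag at 25 nM final met compounds first, then biotinylated RON2 peptide at 25 nM; detection used donor plus acceptor beads, 10 µg/mL apiece, read by AlphaScreen after 30 min at room temperature.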
AmpC detergent: qHTS Inhibitors of AmpC Beta-Lactamase (assay with detergent). AmpC hydrolysis of nitrocefin, absorbance 480 nm, 0.01% Triton. Potency, µM (top dose mostly 114 µM), without a hit: at the highest dose activity change, negative = inhibition, usual class: inhibitors. 0.041% of 370,000 active. AID 485294, 2010;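 note: potency is the fitted concentration of half-maximal effect; 0% = no-compound wells and -100% = no-enzyme wells; nearly all actives have a fitted effect of over 25% in size; some results filed as inactive show a strong effect at the top dose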
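20 mM phosphate pH 7.0 + 0.01% (detergent screen) or 0.0001% Triton X-100; 5.3 nM AmpC reagent; cpd preinc 15 min RT; nitrocefin (800 uM stock) to start; A480 q20 s × 4 min; Activity was normalised to no-enzyme and no-compound control wells.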
Starred values were filed as active, the others as inactive; u = inconclusive; x = not tested or not shown; & = joins results of further samples; [ ] = dose if it differs, or a comment. Unless noted, calls come from the whole dose curve; as a rule, active = well fitted curve in the direction sought with a large enough effect; inconclusive = small, poorly fitted or top-dose-only effect, or another doubt; inactive = no such curve, though single readings can be large; an effect the other way counts as inactive or inconclusive. Unless noted, % is set by controls: 0 for no effect and ±100 for the full control effect.

Compound,HCV inhibitor,HCMV antiviral,AmpC no deterg,TbPYK inhibitor,LmPK inhibitor,AMA1 RON2 block,AmpC detergent
CN(C)C(=O)c1cn(CCC#N)nc1-c1ccc2ccccc2c1,-16%,18,45%,1%,-3%,0%,-19%
Cn1nnnc1SCCCNCc1cccc(OCc2ccc(Cl)cc2)c1,x,12,x,-4%,x,x,15%
O=S(=O)(Nc1ncccn1)c1ccc(NC(=S)NCc2ccco2)cc1,21%,-27,-16%,-18%,-1%,3%,-10%
COC(=O)c1[nH]c2ccc(C)cc2c1NC(=O)CCN1CCN(Cc2ccc3c(c2)OCO3)CC1,20µM*,-39,125%[activator],3%,-5%,-15%,u
O=C1Nc2ccccc2C(c2ccccc2)=NC1O (stereo not drawn),-1%,26,-25%,7%,0%,9%,3%
O=C(Cc1cccs1)Nc1ccc(Cl)cc1,-9%,-8,-32%,-2%,0%,16%,-11%
Cc1ccc(/C=N\NC(=O)C2CN(S(=O)(=O)c3ccccc3)CCN2S(=O)(=O)c2ccccc2)cc1 (stereo not drawn),u,17,u,3%,-1%,2%,0%
CC(C)CN(Cc1cc2ccccc2[nH]c1=O)C(=O)c1cccnc1,-6%,9,0%,11%,0%,-10%,u
O=S(=O)(c1ccccc1F)N1CCN(CCc2ccccc2)CC1,u,-72*,94%,5%,-11%,-14%,u
C=CCSc1nc2sc(C)c(C)c2c(=O)[nH]1,0%,-28,-12%,0%,2%,-3%,0%
CC1=C(C(=O)OCc2ccccc2)C(c2ccccc2OS(=O)(=O)c2ccccc2[N+](=O)[O-])NC(=O)N1CCCC(=O)O (stereo not drawn),9%,-9,x,5%,x,-8%,x
O=C(O)CN=C1NC2(CCCC2)Cc2ccccc21,-4%,21,-9%,0%,-5%,-4%,-9%
Cc1ccc(-n2c(-c3ccc(Cl)cc3)n[nH]c2=S)cc1,5%,48,-21%,u,14µM*,124%[activator],-14%
C(/C=C/c1ccco1)=N/N1CCN(c2ccccc2)CC1,-6%,29,-20%,-16%,-14%,u,4%
COc1cccc(NS(=O)(=O)c2ccc3c(c2)C2C=CCC2C(c2ccc(C(=O)O)cc2)N3)c1 (stereo not drawn),2%,56,-6%,u,3%,u,-15%
O=C(OCCN(C1=NS(=O)(=O)c2ccccc21)c1ccccc1Cl)c1ccc(Cl)cc1,u,11,-6%,2%,3%,-3%,7%
CN(C)c1ccc(/C=C/C=C/c2sc3ccccc3[n+]2C)cc1,u,-95*,-15%,-29%,-26%,-26%,4%
N=c1oc2cc(O)ccc2cc1C(=O)Nc1ccc(Br)cc1,u,-90*,-32%,-4%,0%,4%,-7%
CC(=O)Nc1ccc(S(=O)(=O)Oc2ccc(C(=S)N3CCCCC3)cc2)cc1,u,u,-33%,-2%,5%,-17%,-20%
NC(=O)c1ccc(NC(=O)CS(=O)(=O)c2cn(CC(=O)N3CCCC3)c3ccccc23)cc1,18%,-26,2%,-9%,6%,4%,-1%
CCn1c(N)c(C(=O)NCCOC)sc1=S,11%,31,-6%,-24%,5%,0%,-2%
N#CCc1ccc(NC(=O)c2ccc(S(=O)(=O)N3CCCC3)cc2)cc1,14µM*,-17,-15%,0%,2%,4%,-9%
CCOC(=O)C1CCN(C(=O)c2cccc(NS(=O)(=O)c3ccc(F)c(F)c3)c2)CC1,-11%,-2,-21%,-7%,2%,3%,1%
CCOC(=O)c1sc(NC(=O)C2CC(=O)N(c3ccccc3C)C2)nc1C (stereo not drawn),-1%,-2,118%[activator],4%,1%,-2%,2%
Cc1ccc(-c2cc(C(=O)Nc3cnn(C(C)C)c3)no2)cc1,u,5,0%,0%,-2%,-5%,-1%
CCn1c(=O)cc(SCC(=O)Nc2cccc(SC)c2)c2ccccc21,u,-32,-21%,6%,7%,-7%,-1%
CC(=O)NC(Cc1ccc(N(CCCl)CCCl)cc1)C(=O)O (stereo not drawn),1%,-25,-39%,-10%,1%,u,u
CSc1nsc(SC)c1C(=O)OCC(F)(F)F,-24%,7,0%,2%,-1%,-2%,-5%
O=Cc1nccc2ccccc12,28%,41,x,0%,x,23%,x
O=C(O)CC(Cc1ccccc1)(C(=O)O)c1ccccc1 (stereo not drawn),5%,-3,-6%,1%,3%,-1%,-14%

Compound,HCV inhibitor,HCMV antiviral,AmpC no deterg,TbPYK inhibitor,LmPK inhibitor,AMA1 RON2 block,AmpC detergent
COc1ccc(-c2oc3ncnc(NCCCN4CCOCC4)c3c2-c2ccc(OC)cc2)cc1,2.8µM*,u,43%,6%,-3%,u,0%
CCCn1c(=S)[nH]c2cc(C(=O)N3CCN(C)CC3)ccc2c1=O,x,-3,x,-8%,x,12%,x
COc1cccc(C(=O)O[C@H]2[C@H](Cc3ccccc3)NS(=O)(=O)[C@H]3C[C@@H]4C=C[C@]23O4)c1,5%,14,3%,0%,x,4%,x
CC(C)Cn1c(C23CC4CC(CC(C4)C2)C3)n[nH]c1=S,-2%,8,-10%,u,25µM*,61%[activator],5%
CCCC(O)(c1ccc(Cl)cc1)C(CN1CCOCC1)c1ccc(Cl)cc1 (stereo not drawn),14%,-21,147%[activator],-1%,-10%,-1%,-2%
CN(C)/C=C1\NC(=S)N(c2ccc(Cl)cc2)C1=O,3%,-27,-54%,u,-3%,61%[activator],-1%
COC(=O)c1cc2c(cc1Cl)SC(=NCCCN1CCOCC1)NS2(=O)=O,19%,3,-13%,-8%,0%,-6%,7%
CCc1nn(CC(=O)NC2CC2)c(=O)c2cc3c(OC)cccc3n12,x,12,x,-24%,x,x,-6%
Cc1cc(C(=O)Nc2ccccc2C(=O)N2CCCCC2)ccc1[N+](=O)[O-],-3%,u,-2%,-1%,5%,-6%,2%
Cc1cc(F)ccc1NC(=O)CCS(=O)(=O)c1cc2c3c(c1)CCN3C(=O)CC2,x,1,x,-5%,x,x,0%
COc1ccc(-c2nc3cc(C)c(Br)c(C)n3c2Cc2cccc(F)c2)cc1OC,x,-15,x,5%,x,u,x
COCCn1c(-c2ccc(C#N)cc2)nc2c1c(=O)[nH]c(=O)n2Cc1ccccc1,14%,-34,-10%,2%,-4%,67%[activator],-5%
COc1ccc(C(=O)NCCc2nnc3ccc(SCC(=O)N4CCOCC4)nn23)cc1,24%,51,-2%,1%,5%,-14%,-13%
CN(C)CCCNCCCNC(=O)/C=N/O,14%,18,-3%,7%,-10%,23%,4%
CCOC(=O)c1c(NC(=O)/C=C/c2ccc(OCC)cc2)sc(C(C)=O)c1C,x,26,x,2%,x,x,6%
CCC(C)NS(=O)(=O)c1ccc(NC(=O)C2CCCO2)cc1 (stereo not drawn),-3%,18,-17%,-2%,-4%,-1%,-3%
Nc1ccc(N2CCOCC2)c2nonc12,25%,17,-15%,-25%,-5%,3%,-2%
COc1ccc(S(=O)(=O)NC2CC(=O)N(c3ccc4c(c3)OCCO4)C2)cc1 (stereo not drawn),5%,-12,-15%,-3%,x,0%,-14%
CC1CCCCC12NC(=O)N(CC(=O)c1ccc3c(c1)OCO3)C2=O (stereo not drawn),20%,5,-19%,-2%,x,-12%,-12%
COc1ccc(-c2csc(CCn3nc(C)cc3C)n2)cc1,u,-7,-11%[11.4 µM],2%,5%,-1%,-12%
CN(C)c1ccc(CNS(=O)(=O)c2ccc3c(c2)NC(=O)CS3)cc1,-17%,0,-22%,-17%,4%,6%,4%
Cc1ccccc1S(=O)(=O)Cc1ccc(C(=O)N2CCN(c3ccc(F)cc3)CC2)o1,u,u,84%[activator],0%,3%,-7%,3%
CCCCCn1c(NC(=O)c2ccco2)c(S(=O)(=O)c2ccc(C)cc2)c2nc3ccccc3nc21,-12%,x,-21%,-7%,2%,13%,1%
CSc1ccc(CN2CCN(C(=O)COc3cccc(C)c3)CC2)cc1,u,-15&-30,156%[activator],5%&-10%,-4%,u,-7%&1%
O=[N+]([O-])c1cccc(NC(=S)Nc2nc(-c3ccccc3Cl)cs2)c1,8.9µM*,x,-43%,6%,3%,63%[activator],5%
CCOC(=O)c1sc(NS(=O)(=O)c2ccc(NC(C)=O)cc2)nc1C,21%,21,-5%,3%,1%,-1%,-2%
COC(=O)C1=C(C(=O)OC)SC2(S1)C(C(=O)OC)=C(C(=O)OC)Sc1c2ssc1=O,u,-77*,x,u,x,28µM*,x
O=C(CNC(=O)c1cccc(F)c1)N/N=C/c1cc(Br)ccc1OCc1ccccc1,u,15,15%,2%,2%,8%,u
O=Cc1cn(CC(O)CN2CCCCC2)c2ccccc12 (stereo not drawn),-3%,12,-15%,5%,-10%,5%,3%
COc1ccc(NC(=O)CN2CCCN(Cc3ccccc3)S2(=O)=O)cc1,x,0,x,-19%[15.4 µM],x,x,4%

Compound,HCV inhibitor,HCMV antiviral,AmpC no deterg,TbPYK inhibitor,LmPK inhibitor,AMA1 RON2 block,AmpC detergent
O=C(c1ncc[nH]1)c1ccccc1C(=O)N1CCOCC1,11%,-13,-4%,4%,-2%,-1%,1%
Nc1ccc(S(=O)(=O)Nc2nccc(/C=C/c3ccccc3F)n2)cc1,1%,-6,-59%,-5%,2%,-4%,-16%
c1ccc(OCCOCCN2CCN(C(c3ccccc3)c3ccccc3)CC2)cc1,u,u,223%[activator],-14%,0%,u,-11%
COc1ccc(C(=O)Nc2ccc(-c3nnc4n3CCCCC4)cc2)cc1,x,-12,x,8%,x,x,-6%
